Bioassay records deposited in PubChem BioAssay by several laboratories.
IDE cell inh = human IDE inhibitors in live cells, primary screen, fluorescence polarization, HEK cells, FAbetaB substrate. inhibition, % at 5.59 µM. FAbetaB cleavage. 0.41% of 320,000 active. Insulin-degrading enzyme (Homo sapiens), P14735;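 active = percent inhibition above the average of all tested compounds plus 3 SD, set per screening campaign, cut at about 16% in these data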;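 note: IDE supplied by intact live HEK cells; FP after avidin binding of uncleaved biotin substrate so inhibition keeps polarization high; 0% = DMSO wells and 100% = 60 µM reference IDE inhibitor Ii1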
CHRM5 antagonist = human M5 muscarinic receptor antagonists, primary screen, CHO cells, Fluo-8 calcium fluorescence. inhibition, % at 3 µM. AID 624040, 2012. CHO-hM5 cells, ACh EC80. Muscarinic acetylcholine receptor M5 (Homo sapiens), P08912. 0.59% of 360,000 active;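 active = inhibition above a per-plate cutoff, the mean of that plate's test compounds plus 3 SD, cut at about 27% in these data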;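 note: 0% = acetylcholine EC80 with DMSO and 100% = DMSO without agonist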
Target sequence (P08912 whole entry, looked up): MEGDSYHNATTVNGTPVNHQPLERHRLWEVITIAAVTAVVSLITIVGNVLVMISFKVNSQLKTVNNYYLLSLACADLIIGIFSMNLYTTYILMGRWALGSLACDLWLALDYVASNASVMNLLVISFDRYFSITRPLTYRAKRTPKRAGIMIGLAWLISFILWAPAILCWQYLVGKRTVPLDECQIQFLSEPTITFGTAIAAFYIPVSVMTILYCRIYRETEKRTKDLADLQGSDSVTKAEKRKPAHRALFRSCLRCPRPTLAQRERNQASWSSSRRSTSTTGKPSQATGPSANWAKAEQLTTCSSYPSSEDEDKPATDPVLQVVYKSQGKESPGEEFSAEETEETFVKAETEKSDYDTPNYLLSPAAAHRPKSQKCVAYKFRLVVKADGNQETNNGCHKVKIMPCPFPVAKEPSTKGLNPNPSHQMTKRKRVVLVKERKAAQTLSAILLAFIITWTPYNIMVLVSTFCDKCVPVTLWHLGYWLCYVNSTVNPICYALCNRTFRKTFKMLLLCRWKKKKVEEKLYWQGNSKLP
M4 antag = human M4 muscarinic receptor antagonists, primary screen, CHO cells, Fluo-8 calcium fluorescence. Muscarinic acetylcholine receptor M4 (Homo sapiens), P08173. CHO-hM4 cells, ACh EC80. inhibition, % at 3 µM. 0.73% of 360,000 active;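 active = inhibition above its plate's cutoff, the mean inhibition of sample wells plus 3 SD, cut at about 27% in these data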;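 note: 0% = acetylcholine EC80 with DMSO and 100% = DMSO without agonist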
Target sequence (P08173 whole entry, looked up): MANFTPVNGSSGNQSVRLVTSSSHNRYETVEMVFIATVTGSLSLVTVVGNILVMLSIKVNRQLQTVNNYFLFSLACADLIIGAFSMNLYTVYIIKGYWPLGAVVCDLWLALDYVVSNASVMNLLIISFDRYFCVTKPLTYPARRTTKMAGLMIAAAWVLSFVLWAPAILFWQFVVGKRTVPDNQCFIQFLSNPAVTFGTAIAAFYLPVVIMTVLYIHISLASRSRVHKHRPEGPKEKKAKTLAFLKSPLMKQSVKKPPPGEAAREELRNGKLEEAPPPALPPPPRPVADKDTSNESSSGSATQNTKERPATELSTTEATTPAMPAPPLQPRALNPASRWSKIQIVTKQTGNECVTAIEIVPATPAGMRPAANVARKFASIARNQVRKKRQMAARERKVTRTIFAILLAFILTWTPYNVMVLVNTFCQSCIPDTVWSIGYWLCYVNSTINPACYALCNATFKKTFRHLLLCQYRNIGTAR
M5 PAM = human M5 muscarinic receptor positive allosteric modulators, primary screen, CHO-K1 cells, Fluo-8 calcium fluorescence; 0.3% of 360,000 active; Muscarinic acetylcholine receptor M5 (Homo sapiens), P08912; AID 624038, 2012; activation, % at 3 µM; CHO-K1 hM5, ACh EC20 PAM; 0% = ACh EC20, 100% = ACh EC100;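 active = activation above the run cutoff, the mean activation of all test compounds plus 3 SD, cut at about 18% in these data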
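System: CHO-K1 hM5 cells. Reagent: acetylcholine, EC20 level. Compound dosing: single dose, 3 µM nominal final test concentration. Timing: Post-acetylcholine fluorescence recording 140 s. Detection: Fluo-8 calcium fluorescence. Read-out: % activation, ACh-normalized. Benchmarks: ACh EC20 and EC100 wells. Repeats: singlicate, one well per test compound.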
CHRM5 agonist = human M5 muscarinic receptor agonists, primary screen, CHO-K1 cells, Fluo-8 calcium fluorescence; CHO-K1 hM5 cells; 0% DMSO wells, 100% maximal acetylcholine response; Muscarinic acetylcholine receptor M5 (Homo sapiens), P08912; 0.19% of 360,000 active; activation, % at 3 µM;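 active = activation above the run's mean over test compounds plus 3 SD, cut at about 23% in these data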;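 note: signal is peak over basal fluorescence ratio across the kinetic read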
CHRM4 agonist = human M4 muscarinic receptor agonists, primary screen, CHO-K1 cells, Fluo-8 calcium fluorescence | activation, % at 3 µM | 0.14% of 360,000 active | Muscarinic acetylcholine receptor M4 (Homo sapiens), P08173 | CHO-K1 hM4/Gqi5; vehicle 0%, full acetylcholine response 100% | AID 624127, 2012;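 active = activation above the run mean over all test wells plus 3 SD, cut at about 32% in these data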;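 note: peak over basal fluorescence ratio per well then scaled between controls; 0% = DMSO wells and 100% = acetylcholine at EC100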
CRFR2-BP ag = agonists of CRF-BP/CRF-R2 complex, primary screen, cell-based, HEK293, calcium dye fluorescence, uHTS; CRF-binding protein / CRF receptor 2 complex (human); calcium dye fluorescence (FLIPR); percent of saturating CRF peptide response; activation, % at 13.2 µM; 0.46% of 350,000 active;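 active = activation of at least 50%, plus an integration ratio under a set limit after plate pattern correction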;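 note: plate controls were neutral control wells without compound for no effect and CRF at EC100 for full effect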
CRFBP-R2 block = antagonists of CRF-BP/CRF-R2 complex, primary screen, cell-based, HEK293, calcium dye fluorescence, uHTS; 0.59% of 350,000 active; inhibition, % at 11.8 µM; AID 588475, 2011; CRF-induced calcium fluorescence;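 active = inhibition of the ligand-induced calcium signal above about 50% at the single tested concentration, limit read from the data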
CHRM4 PAM = human M4 muscarinic receptor positive allosteric modulators, primary screen, CHO-K1 cells, Fluo-8 calcium fluorescence; AID 624126, 2012; CHO-K1 hM4/Gqi5, ACh EC20; 0% = ACh EC20, 100% = maximal ACh; Muscarinic acetylcholine receptor M4 (Homo sapiens), P08173; activation, % at 3 µM; 0.4% of 360,000 active;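 active = activation above its plate's cutoff, the mean activation of sample wells plus 3 SD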; note: some results filed as inactive read as strong as hits
An asterisk follows results filed as active; · = no result given.

Second line of a record – IDE cell inh	CHRM5 antagonist	M4 antag	M5 PAM	CHRM5 agonist	CHRM4 agonist	CRFR2-BP ag	CRFBP-R2 block	CHRM4 PAM
> CCOC(=O)C1=C(CNC2CCCCC2)NC(=O)NC1c1cc(C)ccc1C (stereo unspecified)
    1	0	10	3	0	1	1.5	3	5
> Cc1nc(N=C(N)N)nc2c(C)cccc12
    3	4	-2	2	-8	0	1.3	-23	-2
> O=C1[C@@H]2Cc3c([nH]c4ccccc34)C(c3ccccc3)N2C(=O)CN1CCO (stereo partly specified)
    4	8	-5	6	-2	1	1.3	-25	1
> CCc1nc2ccc(C(=O)Nc3cccc(OC)c3)cn2c1N(CCC(C)C)CCN(C)C
    ·	0	-3	2	-2	3	·	·	-2
> CCN(CC)C(=S)NC(=O)c1ccc(Cl)cc1Cl
    -2	5	7	-3	0	1	-1.9	-1	0
> COc1cc(/C=N/NC(=O)c2ccc3nc[nH]c3c2)cc(OC)c1OC(C)=O
    ·	4	6	-4	0	2	-0.6	-10	-3
> CN(C)C(=O)N=NC(=O)N(C)C
    5	-8	-22	1	3	5	-0.7	-26	5
> Cn1c(SCC(=O)N2CCCCCC2)nnc1-c1ccco1
    1	5	9	7	-3	1	0.2	12	-8
> CCOc1ccccc1NC(=O)CC(O)(C(F)(F)F)C(F)(F)F
    1	4	-6	-6	0	-1	0.4	1	3
> O=C(NC1CC1)c1cccc(NC(=O)C2CCCC2)c1
    ·	3	-5	-5	2	1	-0.4	29	3
> O=C(OCc1c(-c2ccccc2)ncc2ccccc12)c1cccc(Br)c1
    0	7	7	4	-3	0	5.7	-5	5
> CCCCNC(=O)NCc1cnn(C)c1C
    3	-6	-2	3	-2	0	-2.8	12	6
> OC[C@H]1O[C@@](CO)(O[C@H]2O[C@H](CO)[C@@H](O)[C@H](O)[C@H]2O)[C@@H](O[C@H]2O[C@H](CO)[C@@H](O)[C@H](O)[C@H]2O)[C@@H]1O
    ·	-2	8	-3	1	1	0.4	-4	-5
> CCOc1cc(C2C3=C(CCCC3=O)Nc3ccc4ncccc4c32)ccc1O (stereo unspecified)
    0	-7	-5	2	1	0	-0.9	-40	2
> COc1ccc(C(C(=O)NC2CCCC2)N(CC2CCCO2)C(=O)Cc2cccs2)cc1OC (stereo unspecified)
    -2	-5	-9	3	1	1	-0.2	-5	-2
> CCCCNC(=O)C1(C)CCC(=O)N1CCOC (stereo unspecified)
    ·	0	-4	-1	1	0	·	·	3
> CCOc1ccc(CNC(=O)CCCn2ccc3cc(S(=O)(=O)N4CCCC4)ccc32)cc1
    3	4	4	-4	-1	5	-1.4	0	-5
> COc1ccc(CCNC(=O)C2CCCN(S(=O)(=O)c3cnc[nH]3)C2)cc1OC (stereo unspecified)
    6	9	2	-6	1	1	0.2	-11	-6
> CN1CCN(C(=O)/C(=C/c2cn(S(=O)(=O)N(C)C)c3ccccc23)NC(=O)c2ccccc2Cl)CC1
    4	7	-21	-3	-2	1	5.6	-9	0
> CCNC(=O)NC(=O)C(C)Sc1nc2cc(C(=O)OC)ccc2c(=O)n1-c1ccccc1 (stereo unspecified)
    -1	3	1	-2	0	1	-0.1	-13	4
> CCOC(=O)c1cc(-c2ccccc2)nc2nc(N3CCCCC3)sc12
    3	8	-1	-9	2	1	1.9	2	-4
> COC(=O)C1CCN(c2c([N+](=O)[O-])cc(C(F)(F)F)cc2[N+](=O)[O-])CC1
    -16	10	2	2	-5	1	-0.5	19	-5
> CC(C)(C)C1CCc2onc(C(=O)NCc3ccc(F)cc3)c2C1 (stereo unspecified)
    4	4	-4	-2	-6	0	6.7	-3	-8
> Cc1cc(Br)ccc1NC(=O)c1ccccc1-c1ccccc1
    7	2	-13	-10	-6	-2	0.1	-44	-8
> CC(=O)Nc1ccc(C(C)=NNC(=O)C2CCCC2)cc1
    ·	-2	-4	1	-3	0	·	·	6
> COc1ccccc1C(=O)C1CCCN(C(=O)CCC(=O)c2ccccc2)C1 (stereo unspecified)
    -5	-7	-9	0	6	13	2.5	-5	9
> Cn1ccnc1C(=O)c1cc(SCC(=O)NCc2ccccc2)nc2ccccc12
    6	0	6	-4	2	8	-0.7	-10	0
> COC(=O)CCC(=O)Nc1sc(Cc2ccccc2)c(C)c1C(N)=O
    2	-1	-1	-4	-2	4	2.4	-47	3
> CCCc1nnc(NC(=O)CC(C)c2ccccc2)s1 (stereo unspecified)
    4	3	-8	7	2	-1	2.0	-33	0
> COc1ccc(C(=O)N2CCCC(Nc3ccc(C(C)C)cc3)C2)c(OC)n1 (stereo unspecified)
    7	10	-2	-6	-1	2	-12	-14	5
> O=C(N/N=C/c1ccccn1)c1ccc([N+](=O)[O-])cc1Cl
    1	9	-4	-2	3	0	-0.3	-12	2
> Cc1ccccc1C(=O)N1CCC(n2nccc2NC(=O)CCOc2ccccc2)CC1
    1	10	8	-3	-2	4	9.6	-38	2
> O=C(CCCN1C(=O)/C(=C/c2ccccc2Cl)SC1=S)NCCCN1CCOCC1
    5	12	16	0	-1	2	0.1	-16	-11
> c1ccc(CNCCN2CCNCC2)nc1
    0	6	1	-1	1	0	1.6	-14	3
> Cc1cc(N2C(=O)C(=O)/C(=C(/O)c3ccc(F)cc3)C2c2ccc(Cl)cc2)no1 (stereo unspecified)
    2	1	1	1	1	0	0.6	5	1
> COc1c(/C=N/Nc2ccc([N+](=O)[O-])cc2[N+](=O)[O-])c(C)nn1-c1ccccc1
    -2	-6	-4	-7	-4	1	-1.4	2	-1
> O=C1COc2ccc(C(=O)CSc3nnnn3-c3ccccc3)cc2N1
    3	6	5	-8	0	3	1.2	2	-5
> COCCN1Cc2cccc(C(=O)Nc3cccc(-c4nc5ccccc5[nH]4)c3)c2C1=O
    2	13	14	-14	-1	11	2.7	0	-23
> N=C1C(c2ccccc2)=C(O)CN1c1cccc(S(=O)(=O)NCc2ccco2)c1
    5	0	-4	4	-1	1	1.5	-2	-5
> O=C(NCC(c1cccnc1)N1CCN(c2ccccc2)CC1)OCc1ccccc1 (stereo unspecified)
    2	9	-6	-7	0	3	-0.9	4	0
> O=C(Nc1nccs1)c1cn(-c2ccccc2)nc1-c1ccncc1
    3	15	-7	-16	-5	12	-0.4	2	-3
> CC1=Nc2ccccc2NC(=O)C1Sc1nnc(C)s1 (stereo unspecified)
    -1	-11	-2	5	-2	2	-1.4	-3	10
> COc1cc(C2Nn3c(nnc3-c3ccccc3OC)S2)ccc1O (stereo unspecified)
    2	-2	-15	4	-1	0	-3.8	6	8
> COc1ccc(N(C(=O)C(C)C)S(=O)(=O)c2ccc3ccccc3c2)cc1
    0	-5	-11	2	2	0	4.2	6	1
> CC(C)Oc1ccc(S(=O)(=O)N2CCOCC2)cc1NC(=O)CC1CC2CCC1C2 (stereo unspecified)
    ·	2	6	-1	1	-1	-1.9	7	3
> CCOC(=O)c1[nH]c(C)c(CC(C)C)c1C
    1	11	-6	-1	-2	0	-1.1	-16	3
> Cn1c(SCC(=O)NNC(=O)c2ccc(Cl)cc2)nnc1-c1cccnc1
    4	-4	-3	-5	-4	2	0.4	7	4
> O=C1CCC(C2CCc3cc(O)ccc3C2)C1 (stereo unspecified)
    ·	7	-10	-5	2	3	1.4	7	5
> CC(C)COCC1CC2(CC(C)(c3csc(N)n3)OC2=O)C(=O)O1 (stereo unspecified)
    ·	7	9	-3	-2	1	-3.1	3	7
> O=C(CN1CCN(S(=O)(=O)c2ccc(Cl)cc2)CC1)c1ccc(O)c(O)c1
    3	-8	-10	9	-5	1	-1.0	2	6
> O=C(C1CCOCC1)N1CCC(CO)(CCc2ccccc2)CC1
    0	-8	-5	-4	-2	0	-1.0	13	-2
> Cn1c(=O)c(Oc2ccc(F)cc2)c(O)c2ccccc21
    4	-4	6	4	3	-1	0.5	8	4
> C=C1c2ccccc2NC(=S)N1Cc1ccc2c(c1)OCO2
    2	1	7	0	-2	1	1.7	-9	-4
> O=C(O)c1sccc1SCc1ccc(Cl)c(Cl)c1
    4	-14	1	-7	19	5	-1.8	24	-3
> O=C(/C=C/c1ccc(F)cc1)c1cc(Br)ccc1O
    0	6	-3	0	-1	-2	-0.4	-14	-5
> COc1ccccc1-[n+]1c(C)cc(/C=C2\Sc3ccccc3N2C)cc1C
    52*	53*	40*	-29	14	16	175*	-169	-40
> CC1CC(C)(C)CC(=O)C1C(=O)c1ccccc1 (stereo unspecified)
    7	12	-10	8	-1	0	-0.7	2	6
> COc1ccc(S(=O)(=O)Nc2cc(Cl)ccc2OC)cc1
    0	-12	7	-2	-4	3	-0.7	-2	-4
> CCOC(=O)CSc1nnc(CSc2nc3ccccc3s2)n1C
    4	-6	-1	5	0	1	0.5	-21	3
> CCN(CC)CCN(C(=O)c1ccc2ncsc2c1)c1nc2cc3c(cc2s1)OCO3
    -1	6	7	-7	-6	2	0.0	4	6

Continuation:
Second line of a record – IDE cell inh	CHRM5 antagonist	M4 antag	M5 PAM	CHRM5 agonist	CHRM4 agonist	CRFR2-BP ag	CRFBP-R2 block	CHRM4 PAM
> CC(C)(C)C1CCC(OC(=O)c2cncc(Br)c2)CC1 (stereo unspecified)
    -1	8	4	1	1	0	2.1	-17	-7
> Cc1c(C(=O)O)sc2c1c(=O)n(Cc1ccccc1)c(=O)n2C
    4	19	9	-4	0	1	-0.7	18	-5
> Cc1c(C(=O)N(C)CCn2ccnc2C)oc2c(F)cccc12
    1	6	1	3	-4	0	0.1	1	-3
> Clc1ccccc1CSc1cnnc2ccccc12
    ·	9	1	-5	-9	-1	-1.7	-5	0
> COC(=O)c1sc(S(=O)(=O)N2CCN(CCO)CC2)c(C(=O)OC)c1C
    6	14	3	-8	-2	0	0.4	18	5
> CN(C)S(=O)(=O)Nc1ccc(NS(=O)(=O)N(C)C)c(S(=O)(=O)c2ccccc2)c1
    -1	1	-16	-5	-1	0	1.2	-6	11
> CN1CCN(c2ccc(C(=O)c3cn(-c4ccc(F)c(Cl)c4)nn3)cc2)CC1
    2	11	-9	7	-1	1	0.3	-3	4
> Cn1ncc2c(N3CCCCC3)nc(NCCCO)nc21
    5	-16	5	6	-1	2	-1.1	14	1

Profiles as entered above. Values in the order: IDE cell inh, CHRM5 antagonist, M4 antag, M5 PAM, CHRM5 agonist, CHRM4 agonist, CRFR2-BP ag, CRFBP-R2 block, CHRM4 PAM
Clc1ccccc1CSc1cnnc2ccccc12 across the screens: ·, 9, 1, -5, -9, -1, -1.7, -5, 0
CC(C)(C)C1CCC(OC(=O)c2cncc(Br)c2)CC1 (stereo unspecified) across the screens: -1, 8, 4, 1, 1, 0, 2.1, -17, -7

Outcome played no part in choosing rows; about 2.9% have a hit in one of these screens.
